Assay outcomes as filed in PubChem BioAssay.
GLP1R cytotox: cytotoxicity in counter-screen for GLP-1R inverse agonists; HEK293 cAMP-luciferase reporter cells, luminescence, 24 h; Potency, µM (highest dose often 38.3 µM), for the others: at the top dose activity change, negative = inhibition, usual class: inhibitors; actives 0.13% (n = 410,000); AID 624418;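 further: loss of luciferase light is scored as toxicity; potency means the concentration at half of the fitted maximal effect; on the % scale 0 is the no-effect control and ±100 the full control effect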
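1536-well qHTS counterscreen of the MLSMR; 200 cells/uL, 12 h pre-incubation, 23 nL cpd, 24 h at 37 deg C 5% CO2, luciferase detection reagent, 12 min RT, luminescence. Inhibition = undesired.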
KB-V1 MDR tox: kills drug-selected multidrug resistant KB-V1 cells. Potency, µM (series often up to 46.1 µM), for the others: top-dose activity change, negative = cytotoxicity, usual class: cytotoxic. KB-V1 MDR cells viability, CellTiter-Glo, 72 h. actives 3.4% (n = 400,000); further: potency means the concentration at half of the fitted maximal effect; on the % scale 0 is the no-effect control and ±100 the full control effect; nearly all actives have a fitted effect of over 60% in size
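Cytotoxicity via CellTiter-Glo luminescence after 72 h compound exposure at 37 degrees C. Cells: drug-selected KB-V1 line, DMEM phenol-red free plus 10% FBS. Compounds tested at multiple concentrations; normalized data fitted to concentration-effect curves.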
PTHR1 agonist: PTHR1 (human) receptor agonism; AID 743266; Q03431; Potency, µM (doses to about 115 µM), for inactives: at the top dose activation, most hits filed as activators; actives 0.075% (n = 410,000); HEK293 GP2 PTHR1 cells, GloSensor cAMP luminescence, 1 h; further: potency means the concentration at half of the fitted maximal effect; nearly all actives have a fitted effect of over 55% in size; some results filed as inactive show a strong effect at the top dose; inactives centre near -15; many of its hits are not listed in these tables
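HEK-293-derived GP2 cells expressing PTHR1 and a GloSensor cAMP reporter, 3,000/well, plated overnight, given luciferin plus IBMX (each 0.5 mM as added) for 1 h at 37 °C, then compound for 1 h at 37 °C. Luminescence was read after 15 min at room temperature.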
D3 ag: D3 dopamine receptor (human) agonism. AID 652048. actives 0.58% (n = 410,000). D3R DiscoveRx beta-arrestin cells, luminescence, 90 min. max activation, %; in the data active means max activation above about 30%; further: 0% is about no effect; mostly tested at two doses, the higher about 12 µM
Target sequence (P35462 whole entry, looked up): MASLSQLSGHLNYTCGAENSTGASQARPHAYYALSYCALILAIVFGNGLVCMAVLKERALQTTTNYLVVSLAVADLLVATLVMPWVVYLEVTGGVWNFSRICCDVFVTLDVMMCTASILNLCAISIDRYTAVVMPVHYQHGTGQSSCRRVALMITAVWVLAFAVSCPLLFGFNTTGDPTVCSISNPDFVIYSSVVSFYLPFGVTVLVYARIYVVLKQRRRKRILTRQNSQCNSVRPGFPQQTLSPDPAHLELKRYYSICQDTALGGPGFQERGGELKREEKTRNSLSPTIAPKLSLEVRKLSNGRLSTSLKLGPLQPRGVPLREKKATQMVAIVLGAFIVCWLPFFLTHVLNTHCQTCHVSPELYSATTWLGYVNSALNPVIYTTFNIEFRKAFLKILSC
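Cells at 1500/well, incubated overnight, then treated with pinned compounds (dopamine as control) for 90 min at 37 degrees C. DiscoveRx reagent added for 30 - 60 minutes at room temperature; luminescence read.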
TDP43 rescue: inhibitors of TDP-43 toxicity in yeast; TDP-43 expressing yeast growth rescue, BacTiter-Glo, 24 h; Potency, µM (top dose mostly 46.1 µM), without a hit: at the top dose growth rescue (activation), actives largely listed as activators; actives 1.8% (n = 410,000); AID 652104; further: potency means the concentration at half of the fitted maximal effect; % of control where 0% means no effect; nearly all actives have a fitted effect of over 50% in size
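Growth rescue of TDP-43-toxic yeast measured as ATP luminescence (BacTiter-Glo). Cells grown to mid-log in raffinose, induced in galactose at OD600=0.02, exposed to compound 24 hr at 30 deg C.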
aSyn yeast inh: rescues yeast growth from alpha-synuclein toxicity | AID 652106 | Potency, µM (top dose mostly 46.1 µM), without a hit: at the highest dose growth rescue (activation), actives largely listed as activators | Yeast expressing alpha-synuclein, growth rescue, BacTiter-Glo, 24 h | actives 0.14% (n = 370,000); further: potency means the concentration at half of the fitted maximal effect; % of control where 0% means no effect; nearly all actives have a fitted effect of over 65% in size
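Readout is rescue of growth in alpha-synuclein-expressing yeast, so inhibitors of toxicity appear as activators. Growth after 24 hr at 30 deg C in galactose medium is quantified by luminescence.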
GLP-1R inv ag: GLP-1 receptor (human) inverse agonism. actives 1.6% (n = 410,000). AID 624417. Potency, µM (doses to about 38.3 µM), without a hit: at the top dose activity change, negative = inhibition, actives largely listed as inhibitors. HEK293 GLP-1R CRE-luciferase, luminescence, 24 h; GLP-1R form is constitutively active; further: potency means the concentration at half of the fitted maximal effect; on the % scale 0 is the no-effect control and ±100 the full control effect; nearly all actives have a fitted effect of over 55% in size
Target sequence (P43220 whole entry, looked up): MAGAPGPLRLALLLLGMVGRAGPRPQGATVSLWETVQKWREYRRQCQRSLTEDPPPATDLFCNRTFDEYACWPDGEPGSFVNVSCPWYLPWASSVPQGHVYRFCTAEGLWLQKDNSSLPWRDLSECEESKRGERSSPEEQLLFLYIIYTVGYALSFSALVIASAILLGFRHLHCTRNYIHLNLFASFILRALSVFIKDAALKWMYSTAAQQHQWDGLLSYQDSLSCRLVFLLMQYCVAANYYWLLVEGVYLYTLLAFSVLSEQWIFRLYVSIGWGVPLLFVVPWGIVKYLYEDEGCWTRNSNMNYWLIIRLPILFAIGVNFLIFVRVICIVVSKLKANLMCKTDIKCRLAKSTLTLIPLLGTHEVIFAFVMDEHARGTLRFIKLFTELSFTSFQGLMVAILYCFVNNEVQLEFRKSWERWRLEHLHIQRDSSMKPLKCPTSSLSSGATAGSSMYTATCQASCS
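Using stably transfected HEK293 (constitutively active GLP-1R, cAMP-luciferase reporter), compounds were incubated 24 hr and luciferase measured by luminescence.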
D3 antag: D3 dopamine receptor (human) antagonism. max response, negative = inhibition, %. P35462. actives 2.5% (n = 360,000). D3R cells, DiscoveRx beta-arrestin luminescence, antagonist mode; stronger effect = lower value; in the data active means max response below about -50%; inconclusive means no clear call, values can overlap the other calls; further: on the % scale 0 is the no-effect control and ±100 the full control effect; mostly tested at two doses, the higher about 12 µM
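Cells expressing the human receptor were seeded at 1500 cells/well, incubated overnight at 37 degrees C in 5% CO2, then exposed to library compounds with dopamine controls for 90 minutes at 37 degrees C before luminescent detection.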
GLP1R ag: GLP-1 receptor (human) agonism. P43220. HEK293 GLP-1R CRE-luciferase, luminescence, 4-6 h; cells express a hypersensitive GLP-1R form. Potency, µM (doses to about 45.6 µM), for the others: top-dose activation, hits mostly activators. actives 0.007% (n = 380,000). AID 624172; further: potency means the concentration at half of the fitted maximal effect; % of control where 0% means no effect
Numbers without * were called inactive; i = inactive; ? = inconclusive; . = not tested or not shown; & = joins results of further samples; [ ] = another dose, or the depositor's remark. Unless noted, the call rests on the fitted dose curve; in most records, active means well fitted curve in the direction sought with a large enough effect; inconclusive means small, poorly fitted or top-dose-only effect, or another doubt; inactive means no such curve, though single readings can be large; an effect the other way counts as inactive or inconclusive.

SMILES | GLP1R cytotox | KB-V1 MDR tox | PTHR1 agonist | D3 ag | TDP43 rescue | aSyn yeast inh | GLP-1R inv ag | D3 antag | GLP1R ag
NC1=NC2(CCCC2)n2c(nc3ccccc32)N1 | -6% | 15% | 0% | 12 | -18%[0.397 µM] | -1% | 7% | 15 | 0%
CCCCCCOc1ccc(C(CC(=O)NC)C(=O)O)cc1 (stereo not drawn) | -5% | ? | i | -1 | -11%[0.397 µM] | 3% | 31%[activator] | 34 | 2%
CCOC(=O)COc1ccc2c(=O)cc(-c3ccccc3)oc2c1 | 6% | 19% | i | -17&5&3 | -12% | 1% | 10% | -22 | ?
Clc1ccc(-c2nnc(COc3ncnc4sccc34)o2)cc1 | 4% | 0% | i | 6 | -37%[inhibitor] | 3% | 20% | 1 | 6%
Cc1ccc(-c2n[nH]c(=S)n2/N=C/c2cccs2)cc1 | ? | -77% | -19% | -11 | ? | -1% | 5% | ? | 21%
CCCCc1nc(N2CCOCC2)c(C#N)c2c1COC(C)(C)C2 | 18% | ? | -8%[57.5 µM] | 0 | 20% | 3% | ? | 22 | 0%
COc1ccc(N2C(=O)CC(NCc3cccs3)C2=O)cc1 (stereo not drawn) | -1% | 17% | -9% | -2 | 17% | 1% | 1% | 10 | -7%
COc1ccccc1N1CCN(C(=O)c2cccc(NC3=NC4CS(=O)(=O)CC4S3)c2)CC1 (stereo not drawn) | 3% | 15% | -11% | -4 | ? | 0% | 4% | 33 | -5%
O=C(/C=C/c1cccs1)N1CCCC1 | 6% | -1% | i | 8 | -3% | 0% | 38%[activator] | 3 | 18%
COc1ccc(-c2nc(CS(=O)CC(=O)NCCC3=CCCCC3)c(C)o2)cc1 (stereo not drawn) | -4% | 12% | -23% | 0 | ? | 12% | ? | 11 | -6%
Cc1ccc(OC(=O)c2cc(C)nn2C(C)(C)C)cc1 | -7% | 17% | i | -8 | -1% | -9% | 8% | 5 | -6%
O=C1CCN(Cc2ccc(Br)cc2)CCN1[C@H](CO)c1ccccc1 | 6% | ? | -36%[inhibitor] | 1 | 14% | 1% | -4% | 10 | 6%
CN1C(=O)/C(=C/c2cc(N=Nc3ccccc3)ccc2O)SC1=S | 5% | 27% | -27%[57.5 µM] | -1 | -26% | -28% | 0% | -135* | -7%
COc1cccc(C(=O)NC(=S)Nc2ccc3oc(=O)ccc3c2)c1 | -10% | -29% | -12% | -6 | -1% | -4% | -1% | -4 | 0%
Cc1ccc2c(c1Br)/C(=N/N1C(=O)c3ccccc3C1=O)C(=O)N2 | -5% | -28% | i | -17 | 12% | -4% | -2% | 16 | -22%
COc1ccc(-c2nnc(NC(=O)c3cccs3)s2)c(OC)c1 | 1% | 20% | -3% | -11 | 2% | -1% | 15% | 0 | 2%
C=CCn1c(SCC(=O)OCc2ccccc2)nc2c1c(=O)n(C)c(=O)n2C | 2% | 18% | i | -3 | -19% | 2% | 0% | -2 | 0%
COc1ccc(CC(=O)Nc2ccc(C(=O)NC(C)(C)C)cc2)cc1OC | -9% | 5% | i | 3 | -13% | 0% | -2% | -7 | 6%
COC(=O)C1=C(COc2ccc(C=O)cc2OC)NC(=O)NC1c1cc(C)ccc1C (stereo not drawn) | -15% | 21µM* | -72%[inhibitor] | -3 | 3% | -15% | -2% | 10 | 4%
Cc1cc(C)nc(-n2ncc3c2CC(c2ccc(F)cc2)CC3=O)n1 (stereo not drawn) | -13% | -2% | i | -1 | 28% | -3% | 61%[activator] | 1 | 16%
C/C(=N\NC(=O)CN1CCN(Cc2ccccc2)CC1)c1ccncc1 | 1% | -7% | i | 5 | 0% | 0% | 9% | 9 | 1%
CN(C)CCC(Oc1ccccc1OCc1ccccc1)c1ccccc1 (stereo not drawn) | -22% | -14% | -1% | -16 | -6% | -6% | ? | ? | -2%
O=C(Nc1ccc(S(=O)(=O)N2CCCC2)cc1)C1CCCN1C(=O)c1cccs1 (stereo not drawn) | -3% | 3% | i | 9 | -22% | 1% | -4% | 7 | 6%
C/C(Cc1ccccc1)=N\NC(=O)c1ccc(F)cc1 | 14% | 2% | 0% | -2 | 12% | -4% | -25% | -21 | 1%
C=CCn1c(SCC(=O)NC2CC2)nc2sc(CC)cc2c1=O | -7% | -17% | -6% | 4 | 3% | 7% | 16% | 10 | 11%
Next part
SMILES | GLP1R cytotox | KB-V1 MDR tox | PTHR1 agonist | D3 ag | TDP43 rescue | aSyn yeast inh | GLP-1R inv ag | D3 antag | GLP1R ag
C[C@H](NC(=O)C1CCN(S(=O)(=O)c2ccccc2)CC1)C(=O)NCc1ccccn1 | 1% | 7% | i | -13 | -6% | 1% | -9% | -5 | 0%
O=C(c1cc(Cl)nc2ccccc12)N1CCc2ccccc2C1 | -7% | -8% | -10% | -1 | 0% | 0% | ? | 13 | -2%
Cc1c(Cl)cccc1NC(=O)CNC(=O)c1ccco1 | 2% | 3% | i | 2 | 1% | -5% | 20% | -3 | -1%
Cc1cc(C)c2nc(SCC(=O)N(C)C3CCS(=O)(=O)C3)cc(C)c2c1 (stereo not drawn) | 4% | 15% | -8% | 7 | 16% | -5% | 14% | 7 | -1%
CCOc1ccc(OCCOC(=O)CN(C)S(=O)(=O)c2ccc(NC(C)=O)cc2)cc1 | 3% | 9% | -10% | 6 | 9% | 0% | 3% | 14 | -1%
COc1ccccc1C1CN=NC12CCCc1ccccc1C2=O (stereo not drawn) | -5% | ? | -40%[inhibitor] | -4 | 0% | 16% | 7.1µM* | -22 | -6%
COc1cccc(-n2c(C)nn(C)c2=O)c1 | -16% | -1% | -6%[57.5 µM] | 0 | -16% | -4% | ? | 14 | 0%
CCOC(=O)C1=CCN(S(=O)(=O)c2cccc(Cl)c2)C1c1ccccc1 (stereo not drawn) | 2% | 18µM* | -3% | -9 | ? | 30% | ? | 16 | 8%
O=c1sc(N2CCN(c3ccc(F)cc3)CC2)nc2ccsc12 | 2% | 26% | i | 2 | 16% | 1% | 17% | -17 | -5%
S=c1[nH]nc(COc2ccc(Cl)cc2)n1C1CCCCC1 | 11% | -27% | i | -10 | 13% | 1% | 0% | -10 | 1%
Cc1ccn2c(Nc3ccc4c(c3)OCO4)c(-c3ccc(Cl)cc3)nc2c1 | -5% | 16% | i | 1 | 0% | . | -1% | . | .
CCc1nc(C)cn1S(=O)(=O)c1ccc2c(c1)OCCO2 | -1% | 0% | 0% | 10 | -10% | 8% | 3% | -4 | 3%
COc1ccc(OC)c(S(=O)(=O)n2cccn2)c1 | 9% | -15% | -4% | -5 | 3% | -12% | 16% | ? | -2%
CC(=O)Nc1ccc(S(=O)(=O)N2CCN(Cc3cccnc3)CC2)cc1 | 2% | -15% | i | -3 | -22% | 12% | -1% | 5 | -5%
CNc1nc2ccccc2n1/N=C/c1cccc(OC)c1OC | -6% | 8.2µM* | i | 19 | -8% | 1% | 0% | -15 | 0%
O=C(Cc1ccccc1F)Nc1cc(S(=O)(=O)N2CCCCC2)ccc1N1CCOCC1 | -2% | -25% | -32%[inhibitor] | -3 | 7% | -1% | -12% | 26 | 5%
CCN(CC(=O)Nc1c(F)cccc1F)C(=O)c1cc(S(=O)(=O)N(C)C)ccc1N1CCCC1 | -13% | -16% | i | -10 | -17% | 8% | 21% | 9 | -2%
Cc1ccc(NC(=O)CCC(=O)NN=Cc2ccc(C)o2)c(C)c1 | -5% | 13% | -15% | -5 | 10% | 13% | 17% | ? | -5%
O=C(Cc1ccc(Cl)cc1)N1CCC2(CC1)NCCc1[nH]cnc12 | -12% | 3% | i | -1 | -7% | -3% | -7% | -19 | 3%
CC1(C(=O)Nc2ccc3[nH]ncc3c2)CCN1C(=O)Cc1ccc(-c2ccccc2)cc1 (stereo not drawn) | 2% | -4% | -74%[inhibitor] | 4 | ? | 9% | -8% | 74 | 9%
O=C(O)CNC(=O)c1ccccc1Br | 0% | 0% | 2% | 2 | -11% | 8% | 2% | 10 | 1%

Some of the compounds tested; rates above refer to the full screens.
